TAG inh: inhibitors of triacylglycerol accumulation, primary screen, cell-based, uHTS, fluorescence, H9c2; H9c2 cells, Nile Red lipid (TAG) fluorescence; cells loaded with 200 µM oleic acid; inhibition, % at 12.5 µM; actives 0.66% (n = 230,000); AID 651582, 2012;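 active means pattern-corrected inhibition of lipid staining of at least 50% with the nuclear-stain viability signal not falling by more than 50%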;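 further: 0% = DMSO wells and 100% = triacsin C control wells; some results filed as inactive read as strong as hits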
TAG inh DAPI viability: further read-out of TAG inh, marked with its call; DAPI nuclei signal change (viability), lower = more cytotoxic, %;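 whole-well DAPI fluorescence read on a plate reader as a viability signal; minus 50 percent equals half of cells still viable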
An asterisk follows results filed as active. Some of the compounds tested. The share of hits here may be higher or lower than overall.

Value order: TAG inh | TAG inh DAPI viability
CCc1ccc(C2CC(=O)N3CN(c4ccccc4)CSC3=C2C#N)cc1 (stereo not given)
  4 | 1
CCN(CC)c1ccc(N2C(=O)/C(=C/c3cccnc3)SC2=S)cc1
  -2 | 17
Cc1ccc2nc3c(c(N)c2c1)CCN3c1ccccc1
  7 | 144
Cc1cc(Br)c(Oc2cc(NN3CCCCC3)c([N+](=O)[O-])cc2[N+](=O)[O-])c(Br)c1
  30 | -3
Cc1ccc(NC(=O)CNCc2ccccc2)cc1Br
  -2 | 8
O=C(CSCCO)Nc1ccc(C2CCCCC2)cc1
  11 | 4
Cc1ccc(N2C(=O)CC(NNC(=O)Cc3ccc(F)cc3)C2=O)cc1Cl (stereo not given)
  -1 | 3
Cc1ccc(NC(=O)Cc2c(O)c3ccccc3[nH]c2=O)c(C)c1
  -2 | 2
COc1ccc(S(=O)(=O)N(C)C[C@@H]2OCCCC[C@@H](C)Oc3ccc(NS(=O)(=O)c4cccs4)cc3C(=O)N([C@H](C)CO)C[C@@H]2C)cc1
  -2 | -2
COc1ccc([C@H]2CC(=O)C=C(c3ccc(O)cc3)C2)cc1OC
  8 | -5
CC(C)Cn1c(=O)[nH]c(=O)c2c(C(F)(F)F)cc(-c3ccccc3)nc21
  23 | 7
CC(=O)Nc1cc2ccc(OC(C)=O)cc2oc1=O
  -5 | 29
COC(=O)C1=C(C)N(Cc2ccccc2)C(=O)N[C@H]1c1ccco1
  -3 | 0
CN(C)c1ccc(C(CNC(=O)c2ccccc2Br)c2c[nH]c3ccccc23)cc1 (stereo not given)
  6 | -7
Cc1ccc2c(c1)[C@@H]1[C@H](CO2)[C@H](c2ccccc2)[C@@]2(C)C(=O)N[C@H](C)C(=O)N12
  4 | -1
CN1CCN(S(=O)(=O)c2ccccc2)C(c2ccccc2)C1 (stereo not given)
  -19 | 5
COc1ccc(CN(C)C(=O)Cn2ccc(N)nc2=O)cc1OC
  15 | 1
Cc1ccc(CSc2nc3c(c(=O)[nH]2)C(c2ccncc2)C2=C(CCCC2=O)N3)cc1 (stereo not given)
  15 | 8
COCC(C)NC(=O)COc1ccc(Cl)cc1Cl (stereo not given)
  -8 | 5
O=C(CN1C(=O)CCC1=O)Nc1nc(-c2ccc(Oc3ccccc3)cc2)cs1
  13 | -3
CC(=O)c1nn(-c2cccc(Cl)c2)cc1C(=O)c1ccco1
  -14 | -7
COc1ccccc1COC(=O)c1cccc(S(=O)(=O)N2CCCC2)c1
  -35 | 4
CCC/C(O)=C1\C(=O)CC(c2ccccc2)CC1=NCCc1c(C)[nH]c2ccccc12 (stereo not given)
  28 | -26
Cc1cccc(C(=O)NCC(c2cccs2)N2CCOCC2)c1 (stereo not given)
  -9 | 4
Cc1ccc(S(=O)(=O)N(C)C)cc1NC(=O)COc1ccccc1C(=O)Nc1ccccc1
  -2 | 0
O=S(=O)(NCCOCC(F)(F)F)c1ccc2oc3ccccc3c2c1
  -21 | -3
COCC(=O)N1CCN(c2cccc(C(F)(F)F)c2)CC1
  8 | -5
COC(=O)[C@H]1C[C@@H]1[C@H](NC(=O)c1cnccn1)c1ccccc1
  4 | 10
CCN(CC)C(=O)/C(=C/c1cn(S(=O)(=O)N(C)C)c2ccccc12)NC(=O)c1ccc(OC)cc1
  5 | -2
c1ccc(-n2nnnc2Oc2ccc(-c3nnco3)cc2)cc1
  9 | 8

One compound at a time, from the list above:
CCN(CC)c1ccc(N2C(=O)/C(=C/c3cccnc3)SC2=S)cc1 as listed: TAG inh = -2; TAG inh DAPI viability = 17
Cc1ccc(N2C(=O)CC(NNC(=O)Cc3ccc(F)cc3)C2=O)cc1Cl (stereo not given) as listed: TAG inh = -1; TAG inh DAPI viability = 3

More records
Value order: TAG inh | TAG inh DAPI viability
O=C1N(CC(=O)N2CCc3ccccc32)CCN1Cc1ccccc1Cl
  -9 | -5
Cc1ccc(NC(=O)CN2CCN(S(=O)(=O)c3cccs3)CC2)cc1S(=O)(=O)N(C)C
  -9 | 11
O=[N+]([O-])c1ccc(/C=N/Nc2nc(N3CCCCCC3)nc(N3CCCCCC3)n2)o1
  -39 | 7
COc1cc(C(=S)N2CCCCC2)ccc1OCC(=O)Nc1ccccc1Cl
  8 | -11
COc1ccc(N2CSC3=C(C#N)C(c4cccc(OC)c4OC)CC(=O)N3C2)cc1 (stereo not given)
  -10 | 0
CCOc1ccc2nc(NS(=O)(=O)c3ccc(NC(C)=O)cc3)sc2c1
  6 | 0
CN1CCN(C(CNC(=O)c2ccc(Br)o2)c2ccc(F)cc2)CC1 (stereo not given)
  7 | -1
COc1ccc(S(=O)(=O)Nc2ccccn2)c(C)c1C
  5 | 1
COc1ccc(C(=O)OCC(=O)NC2CC2)cc1
  9 | 10
O=C(Nc1nc(-c2ccccc2)cs1)C1COc2ccccc2O1 (stereo not given)
  -5 | 4
CCCCn1c(SCC(=O)c2ccccc2)nc2c1c(=O)[nH]c(=O)n2C
  -10 | -1
CCC(C)N(C(=O)COc1ccc(NC(C)=O)cc1)C1CCS(=O)(=O)C1 (stereo not given)
  16 | -3
COc1ccc(-c2csc(N(CCCN3CCOCC3)C(=O)c3ccco3)n2)cc1
  11 | 32
CSc1nnc(C)c(/C=C/Nc2ccc(F)cc2)n1
  -1 | 2
O=C(NCCc1ccccc1)N1CCCC(CNS(=O)(=O)Cc2ccccc2)C1 (stereo not given)
  4 | -1
O=c1c(-c2ccccc2)c[nH]n1-c1cccc([N+](=O)[O-])c1
  7 | -5
Cc1ccc(F)c(S(=O)(=O)NC(=O)C2(C)CCN2C(=O)Cc2cc(F)ccc2F)c1 (stereo not given)
  1 | 2
COC(=O)c1c(NC(=O)CSc2ncnc3ccccc23)sc(C)c1C
  -13 | -1
CCCCOC(=O)CSCC(=O)Nc1cc(C)on1
  -5 | -4
CC(C)[C@H](NC(=O)[C@H](CCCN=C(N)N)NC(=O)NC(Cc1ccccc1)C(=O)O)C(=O)NC(C=O)CCCN=C(N)N (stereo not given in full)
  -8 | 2
CCN(CC(=O)Nc1ccc(C(C)=O)cc1)CC(=O)Nc1cccc(OC)c1
  -7 | 3
C[C@H]1CN([C@@H](C)CO)C(=O)Cc2cc(NC(=O)Nc3ccccc3)ccc2O[C@H]1CN(C)Cc1ccccc1
  4 | 4
O=C1NCCN1C(=O)c1ccccc1F
  17 | -10
CCCS(=O)(=O)N1CCC(C(=O)NCc2cccnc2)CC1
  1 | 4
COCCNC(=O)C1CCCN(C(=O)c2cc(-c3ccccc3)cs2)CC1 (stereo not given)
  -4 | 0
O=C(CCl)N1CCN2C(=O)c3ccccc3C12c1ccc(Cl)cc1 (stereo not given)
  14 | -15
CCc1nn(CC(=O)Nc2cc(C)ccc2C)c(=N)s1
  -13 | 10
O=C(COC(=O)C1=COCCO1)NC1CCCCC1
  9 | -2
O=C(NCCC1=CCCCC1)c1cc2ccccc2oc1=O
  -1 | 3
O=C(NCC1CCOCC1)C1Cc2c(-c3ccccc3Oc3ccccc3)ccnc2O1 (stereo not given)
  0 | 10
COc1ccc(/C=C/C(=O)Nc2ccc(NC(C)=O)cc2)cc1S(=O)(=O)N1CCOCC1
  -2 | 3
Cc1ccccc1[C@@H]1C(C#N)=C(N)S[C@H]1C(=O)c1ccccc1
  10 | -18
CC(C)C(NC(=O)CN(c1cccc(F)c1)S(C)(=O)=O)C(C)C
  8 | -3
C[C@@H]1CCCCO[C@H](CN(C)C(=O)Nc2ccc3c(c2)OCO3)[C@H](C)CN([C@@H](C)CO)C(=O)c2cc(NS(=O)(=O)c3ccc(Cl)cc3)ccc2O1
  12 | -8
O=C(C1CCC(=O)N1Cc1cccs1)N1CCOCC1 (stereo not given)
  4 | 2
COc1ccc(S(=O)(=O)N2CCOC23CCN(S(=O)(=O)c2cc(C)ccc2C)CC3)cc1
  -33 | -18
Cc1ccc(C)c(NS(=O)(=O)c2ccccc2C)c1
  1 | 1
C[C@H](NC(=O)c1nc[nH]c1C(=O)N[C@@H](CCCCNC(=O)OC(C)(C)C)C(=O)OC(C)(C)C)C(=O)OCc1ccccc1
  -7 | -7
CCCN(C(=O)C1CC(=O)N(c2ccccc2C(C)CC)C1)C1CCS(=O)(=O)C1 (stereo not given)
  -18 | 3
COC(=O)c1scc(C)c1S(=O)(=O)Nc1ccc(C)cc1
  -31 | 6
C/C(=N/NC(=O)c1cccc(C)c1)c1c(O)cc(C)oc1=O
  10 | 18
C/C(=N\NC(=O)CN1CCN(S(=O)(=O)c2ccc(C)cc2)CC1)c1ccncc1
  -6 | 1
CS(=O)(=O)N1CCN(c2ncnc3c2cnn3-c2ccccc2)CC1
  -4 | 9
COc1cc(/C=C2/NC(=O)NC2=O)cc(Br)c1OCc1cccc(C(=O)O)c1
  -15 | 4
COc1ccc(CNC(=O)c2coc(=O)c3ccccc23)cc1
  1 | -2
O=C(NCc1ccccc1)C1CCCN(S(=O)(=O)c2cccnc2)C1 (stereo not given)
  0 | -3
COc1ccc(N2C(=O)CS/C2=C\[N+](=O)[O-])cc1
  0 | -5
Cn1c(SCC(=O)c2ccc3c(c2)NC(=O)CO3)nc2ccccc21
  1 | 6
CCC(=O)Nc1cccc(Br)c1
  -16 | 5
Oc1ccc(NC(=S)N=Nc2c(O)[nH]c3ccccc23)cc1
  3 | -7
Cc1c(C#N)c2ncn(Cc3ccccc3)c(=O)c2n1-c1ccccc1
  10 | -17
CC1=Nc2cc(C(=O)O)ccc2Sc2ccc(C)cc21
  -11 | -8
CCCC/C(O)=C1\C(=O)CCCC1=NCCc1c(C)[nH]c2ccccc12
  -2 | 3
CCc1cc2c(=O)c(-c3nc4ccccc4[nH]3)coc2c(CN2CCCCC2)c1O
  11 | 0
O=S(=O)(Nc1ccc2c(c1)OCO2)c1ccc(Cl)cc1F
  -30 | 2
Cc1cc2cc(C)c3nnc(SCC(=O)Nc4ccc(S(=O)(=O)N5CCCCC5)cc4)n3c2cc1C
  13 | 6
Cc1cc(C)cc(OCCCOc2cccc3cccnc23)c1
  -11 | 10
CCOc1ccc(NC(=O)CCC(=O)NNC(=O)c2cccc([N+](=O)[O-])c2)cc1
  17 | -3
COc1ccc(/C=C/C(=O)O)cc1S(=O)(=O)NCC1CCCO1 (stereo not given)
  -2 | 4
CCOC(=O)CCNC(=O)N1CCCC(C(=O)c2ccccc2SC)C1 (stereo not given)
  20 | -14

Next section.
Value order: TAG inh | TAG inh DAPI viability
O=C(CCC1CCCN(C(=O)Cc2cccc(F)c2)C1)N1CCN(c2ccccn2)CC1 (stereo not given)
  2 | -1
COC(=O)[C@H](Cc1ccccc1)NC(=O)NCc1ccc(C)cc1
  -4 | 6
CC(=O)c1c(C)nc2cc(Cl)ccc2c1N
  10 | 3
O=C(NCCCN1CCCC1=O)C(=O)NCC1OCCN1S(=O)(=O)c1cc(F)ccc1F (stereo not given)
  -6 | -8
CC(=O)c1cccc(CN2CCN(CC=C(C)C)C(CCO)C2)c1 (stereo not given)
  -1 | 5
N=c1c2c(ncn1CCCO)Oc1c(ccc3ccccc13)C2c1ccccc1 (stereo not given)
  28 | 6
CCCN1C(=O)S/C(=C/c2ccc(N3CCOCC3)o2)C1=O
  -31 | -6
CC(c1ccccc1)n1c(-c2ccncc2)n[nH]c1=S (stereo not given)
  -8 | -3
CCNc1nc(NCC)n2c(SCC(=O)c3ccccc3F)nnc2n1
  13 | -5
CNC(=O)c1c(NC(=O)c2ccc(N3C(=O)CCC3=O)cc2)sc2c1CCCC2
  5 | -1
Cc1ccc(-n2c(C)nn(Cc3ccc([N+](=O)[O-])cc3)c2=O)cc1
  -21 | -7
CCc1nc(SCC(=O)NCC2CCCO2)c2oc3ccccc3c2n1 (stereo not given)
  -10 | 17
Cn1ncc(Br)c1C(=O)NC1CCCCCC1
  2 | -4
O=C1Nc2ccccc2C(O)(C(=O)NCc2ccco2)N1c1ccc(Cl)cc1 (stereo not given)
  -7 | -2
Cc1cc(/C=N\NC(=O)c2cccs2)c(C)n1-c1ccc2ncccc2c1
  -12 | 5
NNC(=O)C(=O)Nc1ccc(Cl)c(Cl)c1
  2 | 1
Cc1nn(-c2ccc(F)cc2)c(Cl)c1/C=C(/CCC(=O)O)c1nc2ccccc2s1
  -3 | -2
COc1ccccc1N1CCN(C(=O)/C=C/c2cccc([N+](=O)[O-])c2)CC1
  20 | -6
COc1ccc(CCN2CC(C(=O)N3CCC(O)(c4ccccc4)CC3)CCC2=O)cc1 (stereo not given)
  -7 | -4
CC(C)(C)S(=O)(=O)c1c(C(=O)O)cccc1C(=O)O
  -2 | -8
OC(c1ccccc1)(c1nc(-c2cccc3cccnc23)cs1)C(F)(F)F (stereo not given)
  4 | 3
COc1ccc(OC)c(S(=O)(=O)N2CCC(C(=O)NCC3CCCO3)CC2)c1 (stereo not given)
  -4 | 9
CCOC(=O)c1nc2nc(C)c(Cl)c(=O)n2[nH]1
  -19 | 12
O=C(COc1ccccc1)Nc1ccc(CSc2ccccc2)cc1
  -7 | 2
CCc1nc(N2CCN(C(=O)c3ccccc3)CC2)c2c3c(sc2n1)CCCC3
  15 | -9
O=S(=O)(Nc1ccc(-c2ccc(NS(=O)(=O)c3ccccc3)cc2)cc1)c1ccccc1
  29 | 11

An excerpt of these results, as labelled records.
> Cc1nn(-c2ccc(F)cc2)c(Cl)c1/C=C(/CCC(=O)O)c1nc2ccccc2s1
  TAG inh: -3
  TAG inh DAPI viability: -2

> COc1ccccc1N1CCN(C(=O)/C=C/c2cccc([N+](=O)[O-])c2)CC1
  TAG inh: 20
  TAG inh DAPI viability: -6

> COc1ccc(CCN2CC(C(=O)N3CCC(O)(c4ccccc4)CC3)CCC2=O)cc1 (stereo not given)
  TAG inh: -7
  TAG inh DAPI viability: -4

> CC(C)(C)S(=O)(=O)c1c(C(=O)O)cccc1C(=O)O
  TAG inh: -2
  TAG inh DAPI viability: -8
